Bioassay records: PubChem BioAssay, National Center for Advancing Translational Sciences (NCATS)
D2 ag = HTS Assay for Allosteric Agonists of the Human D2 Dopamine Receptor: Primary Screen for Agonists | HEK293 T-REx D2 cells, calcium flux agonist mode | actives 0.53% (n = 340,000) | D(2) dopamine receptor (Homo sapiens), P14416 | AID 485358, 2010 | activation, % at 2 µM;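 active = activation over 3 SD above normal in the single-dose calcium agonist read, cut at about 30% in these data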; note: 0% is about no effect
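Agonism scored from kinetic calcium signal (1 read/sec, 180 s) following compound pin transfer, after a 10 s baseline. Cells: HEK293 Trex line expressing inducible D2 receptor coupled to calcium, dye-loaded after overnight culture at 30 C.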
mIDH1 inhibitor = qHTS for Inhibitors of mutant isocitrate dehydrogenase 1 (IDH1): qHTS. AID 602179, 2012. Isocitrate dehydrogenase [NADP] cytoplasmic (Homo sapiens), O75874. Potency, µM (top dose mostly 76.6 µM), for the others: at the highest dose activity change, negative = inhibition, usual class: inhibitors. IDH1-R132H enzyme, NADPH consumption, diaphorase/resazurin fluorescence. actives 0.093% (n = 390,000); note: potency is the fitted concentration of half-maximal effect; % is set by controls: 0 for no effect and ±100 for the full control effect; nearly all actives have a fitted effect of over 65% in size
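IDH1-R132H (0.5 ug/mL) preincubated 30 min with compound, then NADPH (0.016 mM) and alpha-KG (2 mM) added; 80 min at RT, pH 7.5. Remaining NADPH coupled via diaphorase/resazurin to fluorescence (540/590 nm); concentration-response curves normalized to no-enzyme control.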
TRHR ag = qHTS for Small Molecule Agonists and Allosteric Enhancers of Human TRH Receptor: Primary Screen for Agonists; Thyrotropin-releasing hormone receptor (Homo sapiens), P34981; TRHR cells, calcium flux fluo-8, FDSS agonist mode; activation, % at 2 µM; actives 0.18% (n = 360,000); AID 493084, 2011; in the data active = activation above about 30%; note: 0% is about no effect
Target sequence (P34981 whole entry, looked up): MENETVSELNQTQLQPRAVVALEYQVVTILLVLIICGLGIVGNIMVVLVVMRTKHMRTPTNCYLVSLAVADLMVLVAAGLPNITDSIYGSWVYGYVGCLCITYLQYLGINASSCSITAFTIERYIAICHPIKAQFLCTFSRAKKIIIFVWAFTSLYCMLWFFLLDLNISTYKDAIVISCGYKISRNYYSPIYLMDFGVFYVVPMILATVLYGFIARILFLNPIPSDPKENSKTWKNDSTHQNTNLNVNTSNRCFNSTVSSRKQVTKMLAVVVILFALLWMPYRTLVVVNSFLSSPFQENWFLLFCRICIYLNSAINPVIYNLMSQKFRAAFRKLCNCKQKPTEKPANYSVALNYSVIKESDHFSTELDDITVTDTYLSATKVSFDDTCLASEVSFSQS
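Fluo-8-loaded TRHR cells; 10 s baseline, compound added, kinetic Ca2+ fluorescence read 1/s, agonist mode.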
USP1-UAF1 inh = Inhibitors of USP1/UAF1: Primary Screen | recombinant USP1/UAF1, Ub-Rhodamine cleavage fluorescence | Potency, µM (doses to about 57.1 µM), without a hit: at the highest dose activity change, negative = inhibition, hits mostly inhibitors | actives 0.23% (n = 390,000) | Ubiquitin carboxyl-terminal hydrolase 1 (Homo sapiens), O94782 | AID 743255, 2014; note: potency is the fitted concentration of half-maximal effect; % is set by controls: 0 for no effect and ±100 for the full control effect; nearly all actives have a fitted effect of over 60% in size; inactives centre near -12
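1 nM enzyme complex + cpd, 15 min RT; start with Ub-Rho 150nM final; kinetic fluorescence ex 480/em 540, 6 reads q60 s. Buffer 50mM HEPES pH 7.8, 0.5mM EDTA, 0.1 mg/ml BSA, 1mM TCEP, 0.01% Tween-20.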
TrxR1 substrate = qHTS Assay for Substrates of Mammalian Selenoprotein Thioredoxin Reductase 1 (TrxR1): qHTS; purified TrxR1 substrate turnover, NADPH consumption readout; Potency, µM (titrated, usually from 114 µM), for the others: top-dose activity change, negative = substrate turnover; actives 0.01% (n = 390,000); AID 588456, 2011; note: potency is the fitted concentration of half-maximal effect; % is set by controls: 0 for no effect and ±100 for the full control effect; nearly all actives have a fitted effect of over 50% in size
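Rat TrxR1, dispensed at 90 nM, was prereduced with 400 uM NADPH (final) for 5 min at ~22 deg C, then incubated with compound 15 min before 400 uM selenite. A first-read NADPH fluorescence drop versus no-compound background flagged substrates.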
D2 antag = HTS Assay for Allosteric Antagonists of the Human D2 Dopamine Receptor: Primary Screen for Antagonists | D(2) dopamine receptor (Homo sapiens), P14416 | HEK293 TREx D2 cells, calcium flux, dopamine EC80 | inhibition, % at 10 µM | actives 2% (n = 340,000); in the data active = inhibition above about 30%; note: 0% is about no effect
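Measurement of antagonist activity uses fluorescent calcium dye in inducible HEK293 T-REx D2 cells: 10 s baseline, compound addition with 180 s read, EC80 dopamine addition with a further 180 s read.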
TRHR PAM = qHTS for Small Molecule Agonists and Allosteric Enhancers of Human TRH Receptor: Primary Screen for Enhancers; TRHR cells, fluo-8 calcium fluorescence, EC20 TRH enhancement; enhancement, % at 2 µM; actives 0.66% (n = 360,000); AID 493056, 2011; in the data active = enhancement above about 30%; note: 0% is about no effect
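TRHR-expressing cells loaded with fluo-8 calcium dye were read kinetically (ex 480/em 530) during compound addition, then stimulated with an EC20 of TRH (10 nM final). Enhancement of the Gq-mediated intracellular calcium response was scored.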
rTrxR1 inhibitor = qHTS Assay for Inhibitors of Mammalian Selenoprotein Thioredoxin Reductase 1 (TrxR1): qHTS. Thioredoxin reductase 1, cytoplasmic (Rattus norvegicus), O89049. recombinant rTrxR1, NADPH fluorescence consumption, selenite substrate. Potency, µM (doses to about 114 µM), for the others: at the top dose activity change, negative = inhibition, hits mostly inhibitors. actives 1% (n = 390,000); note: potency is the fitted concentration of half-maximal effect; % is set by controls: 0 for no effect and ±100 for the full control effect; nearly all actives have a fitted effect of over 65% in size
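Rat TrxR1 (90 nM in the dispensed reagent) was pre-reduced with 400 uM NADPH for 5 min at room temperature, then incubated with compound for 15 min. After 400 uM selenite was added, NADPH fluorescence (Ex 340/Em 450 nm) was followed for 8 min.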
Pin1 inhibitor = qHTS Assay to Find Inhibitors of Pin1. actives 0.009% (n = 390,000). Potency, µM (titrated, usually from 115 µM), for the others: at the highest dose activity, negative = inhibition, usual class: inhibitors. Pin1 FP peptide displacement, HiFluor488, 10 min. Peptidyl-prolyl cis-trans isomerase NIMA-interacting 1 (Homo sapiens), Q13526; active = well fitted inhibition curve with a large enough effect in the polarisation, with a control signal flat, not every such curve was filed as active; inconclusive = small, poorly fitted or top-dose-only effect, or effect the other way, or a change in a side signal; inactive = no such curve, though single readings can be large or run the other way; the % refers to the polarisation; note: potency is the fitted concentration of half-maximal effect; % is set by controls: 0 for no effect and ±100 for the full control effect
Target sequence (Q13526 whole entry, looked up): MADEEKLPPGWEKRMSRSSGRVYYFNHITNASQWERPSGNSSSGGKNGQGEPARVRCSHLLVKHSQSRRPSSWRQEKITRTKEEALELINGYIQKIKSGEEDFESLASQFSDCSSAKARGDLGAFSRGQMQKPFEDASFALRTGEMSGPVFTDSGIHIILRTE
* marks the source's active call; other numbers are inactive results; ? = inconclusive; . = not tested or not shown; & = joins results of further samples; [ ] = remark or other dose. Unless noted, calls come from the whole dose curve; as a rule, active = well fitted inhibition curve with a large enough effect; inconclusive = small, poorly fitted or top-dose-only effect; inactive = no such curve, though single readings can be large or run the other way. This is a subset, so the mix of outcomes need not match the whole.

Abbreviations – A = D2 ag; B = mIDH1 inhibitor; C = TRHR ag; D = USP1-UAF1 inh; E = TrxR1 substrate; F = D2 antag; G = TRHR PAM; H = rTrxR1 inhibitor; I = Pin1 inhibitor
1) CC(=O)N1N=C2C3CCN(CC3)C2C1c1ccc(C)cc1 (stereo not given)
  A: -3.1 | B: 1% | C: -0.2 | D: -8% | E: 8%[57.1 µM] | F: 3 | G: 3 | H: 5%[57.1 µM] | I: -1%

2) COc1cccc(C(=O)N2C[C@H]3C[C@@H](C2)c2cccc(=O)n2C3)c1
  A: 0.1 | B: -15% | C: -0.5 | D: -18% | E: 1% | F: -13 | G: 19 | H: 6% | I: -2%

3) O=Cc1c(C(=O)O)n(Cc2ccccc2Cl)c2ccccc12
  A: 0.0 | B: -13% | C: 0.9 | D: 6% | E: -4%[57.1 µM] | F: -5 | G: -3 | H: 1% | I: 8%

4) COc1ccc(OCC(=O)N2CCN(Cc3ccc4c(c3)OCO4)CC2)cc1
  A: -0.2 | B: -3% | C: 0.1 | D: 2% | E: -2% | F: -6 | G: -4 | H: 11% | I: -4%

5) Cn1cnc(CCN)c1
  A: . | B: -9% | C: . | D: 17% | E: 7%[57.1 µM] | F: . | G: . | H: 12%[57.1 µM] | I: -7%

6) CCCN1CCCC(C(=O)c2cc(C)c(OC)c(C)c2)C1 (stereo not given)
  A: 0.7 | B: 3% | C: 0.3 | D: 0% | E: 3%[57.1 µM] | F: 86* | G: 7 | H: -9%[57.1 µM] | I: 2%

7) CCOC(=O)C1(CCc2ccccc2)CCN(CC(O)CO)CC1 (stereo not given)
  A: 0.3 | B: 19% | C: 0.2 | D: -11% | E: -1% | F: -12 | G: 2 | H: 28%[2.29 µM] | I: 0%

8) O=C1NC(=O)N(Cc2ccco2)C(=O)/C1=C/C=C/c1ccco1
  A: 7.5 | B: -7% | C: 11 | D: -12% | E: -4% | F: 34* | G: 1 | H: 35µM* | I: ?

9) O=C(c1ccc(Cl)cc1)C1CCCN(Cc2ccc3c(c2)OCCO3)C1 (stereo not given)
  A: 1.1 | B: 4% | C: 0.5 | D: -12% | E: 4%[57.1 µM] | F: -2 | G: -3 | H: 8%[57.1 µM] | I: -9%

10) COC(=O)C1=C(c2cc3ccccc3o2)C[C@@H]2CC[C@H]1N2C(=O)NCCCOC(C)C
  A: . | B: 8% | C: . | D: -14% | E: 5%[57.1 µM] | F: . | G: . | H: 6%[57.1 µM] | I: 4%

Remaining list, next part
Abbreviations – A = D2 ag; B = mIDH1 inhibitor; C = TRHR ag; D = USP1-UAF1 inh; E = TrxR1 substrate; F = D2 antag; G = TRHR PAM; H = rTrxR1 inhibitor; I = Pin1 inhibitor
11) CCOc1cc(CNCCc2c[nH]c3ccccc23)cc(Cl)c1OCC
  A: 4.2 | B: 6% | C: 1.9 | D: -23% | E: -4% | F: -12 | G: 1 | H: 2% | I: -3%

12) CN1CCN(c2nccc3c2ncn3C)CC1
  A: 0.5 | B: 1% | C: 0.2 | D: -12% | E: -1% | F: -2 | G: -4 | H: 5% | I: -10%

13) O=[N+]([O-])c1ccc(N2CCNCC2)c2ncccc12
  A: 0.1 | B: . | C: 0.2 | D: . | E: . | F: -26 | G: 3 | H: . | I: .

14) COc1ccccc1C1C([N+](=O)[O-])=C(N)Oc2c1c(=O)oc1ccccc21 (stereo not given)
  A: -0.7 | B: 2% | C: 0.2 | D: -16% | E: 6%[57.1 µM] | F: -11 | G: 5 | H: 5%[57.1 µM] | I: 14%

15) Cc1nn(CC(C)C)c(Cl)c1C(=O)NC1CCCCC1
  A: 0.2 | B: 10% | C: -0.6 | D: -18% | E: -1% | F: 30* | G: 6 | H: 5% | I: 1%

16) Cc1cc(Oc2ccc(C(F)(F)F)cc2[N+](=O)[O-])c2c3c(c(=O)oc2c1)CCCC3
  A: 0.1 | B: 0% | C: 0.4 | D: -1% | E: -2% | F: -8 | G: 0 | H: 16% | I: 0%

17) COc1ccccc1C=C1C(=O)NC(=S)NC1=O
  A: . | B: -6% | C: . | D: -2% | E: 8% | F: . | G: . | H: ? | I: -9%

18) Cc1nc2ccc(Cl)cc2c(=O)n1-c1cccc(Cl)c1
  A: 0.6 | B: 2% | C: -0.1 | D: -6% | E: 4%[57.1 µM] | F: -14 | G: 24 | H: 3%[57.1 µM] | I: -1%

19) CC(=O)Nc1ccc(C(=O)C(Cc2ccccc2)N(C)C)cc1 (stereo not given)
  A: 1.1 | B: 0% | C: 1.9 | D: -4% | E: -1% | F: 7 | G: 1 | H: -10% | I: 22%

20) Cc1ccc(S(=O)(=O)N2CCCCC2)cc1NC(=O)CN1CC=C(c2ccccc2)CC1
  A: 0.2 | B: 5% | C: 0.7 | D: -20% | E: -4% | F: 4 | G: -2 | H: -3% | I: ?

More entries follow:
Abbreviations – A = D2 ag; B = mIDH1 inhibitor; C = TRHR ag; D = USP1-UAF1 inh; E = TrxR1 substrate; F = D2 antag; G = TRHR PAM; H = rTrxR1 inhibitor; I = Pin1 inhibitor
21) O=C1CC(=O)N(Cc2ccccc2)C(=O)N1
  A: . | B: 4% | C: . | D: -11% | E: 8%[11.4 µM] | F: . | G: . | H: 2%[11.4 µM] | I: ?

22) COc1ccc(CCCc2nnc(SCC(=O)Nc3ccc(C)c(C)c3)o2)cc1
  A: -1.4&0.9 | B: -2%&5% | C: -0.2&0.6 | D: -20%&-10% | E: -14%&1% | F: 8 | G: -4&-3 | H: -13%&2% | I: ?

23) CN1CCCC(C(=O)c2ccc(Cl)cc2)C1 (stereo not given)
  A: . | B: 7% | C: -0.2 | D: -14% | E: 13% | F: . | G: -1 | H: 18% | I: -3%

24) CCCCn1c(=O)c(C(=O)NC(C)c2ccccc2)c(O)c2ccccc21 (stereo not given)
  A: -0.8 | B: -11% | C: 1.6 | D: 0% | E: -1% | F: 0 | G: 9 | H: 6% | I: -4%

25) Nc1ccccc1C(=O)OCCc1ccccc1
  A: -1.1 | B: 3% | C: -0.4 | D: -22% | E: 47%[activator] | F: -10 | G: 0 | H: 31%[activator] | I: -2%

26) CC(=NCc1cccnc1)c1c(O)n(-c2ccccc2C)c(=O)[nH]c1=O
  A: -3.3 | B: 9% | C: 1.2 | D: -11% | E: 8% | F: -12 | G: 5 | H: 5% | I: -4%

27) CCC(=O)c1ccc(OCC(=O)N2CCN(CC(=O)Nc3ccc(C)cc3)CC2)cc1
  A: . | B: -10% | C: . | D: -6% | E: -3% | F: . | G: . | H: 9% | I: -5%

28) CCOc1ccc(C2SCC(=O)Nc3c2c(C)nn3C2CCOC(C)(C)C2)cc1 (stereo not given)
  A: -0.2 | B: 7% | C: -0.5 | D: -13% | E: -5% | F: 4 | G: 4 | H: -18% | I: -3%
